Screening results as filed in PubChem.
RMI FANCM FP – inhibitors of human RMI core complex binding to FANCM MM2 | Fluorescence polarization, RMI core complex with F-MM2 peptide; stronger effect = lower value | FP signal (polarization) at 33 µM | 0.58% of 70,000 active; in the data active = FP signal below about 40; note: inactives centre near 61; strong numbers were not always called active; unit not given here
* = called active by the depositor; & = joins results of further samples. Only part of the results is shown; the hit share may differ from the screen's.

compound | RMI FANCM FP
COc1cc(/C=N\NC(=O)COc2cc(C)ccc2C(C)C)cc(Br)c1O | 54
O=C(CSc1ccc2ccccc2n1)Nc1cccc(-c2nc3ccccc3s2)c1 | 79
O=C(Cc1ccc(F)cc1)NCCOc1ccc2nnc(-c3ccccc3Cl)n2n1 | 102
Cc1cc2nc(N(Cc3cccnc3)C(=O)c3ccc(C#N)cc3)sc2cc1C | 84
O=[N+]([O-])c1cccc(/C=[N+](\[O-])c2ccccc2)c1 | 58
O=c1ccc(-c2ccccc2F)nn1Cc1nc(-c2ccc3c(c2)OCO3)no1 | 83
FC(F)(F)c1cccc(CSc2nnc(Cc3ccccc3)o2)c1 | 73
O=c1[nH]c(S)c(C=C2C=Nc3ccccc32)s1 | -5
O=S(=O)(NCC1CCN(C2CCCC2)CC1)c1cc(Cl)ccc1Cl | 77
Cc1cc(C(=O)NN)c2cc(Br)ccc2n1 | 54
O=C(NC(=S)Nc1cccc2nonc12)c1ccccc1 | 65
Cc1c(Cl)ccc2sc(NC(=O)c3cc4ccccc4oc3=O)nc12 | 58
CCOc1ccccc1CNC(=O)c1sccc1S(=O)(=O)N1CCN(c2ccccc2)CC1 | 66
Cn1cccc(C(=O)Nc2ccc3c(c2)N(C(=O)c2cccs2)CC3)c1=O | 66
COc1cc(/C=N\NC(=O)c2ccccc2)ccc1OC(=O)Oc1ccccc1 | 57
CSc1sc(C(=O)/C=C/N(C)C)c(-c2cccs2)c1C#N | 60
CCOC(=O)c1sc(NC(=O)c2cccs2)nc1C | 59
CC(=O)Nc1ccc(SCCCC(=O)N2CCN(c3ccccc3)CC2)nn1 | 63
COC(=O)c1ccccc1NC(=O)Cc1coc2c(C)c(C)ccc12 | 60
CC(C)(C)n1nc2c(c1NC(=O)c1ccc(Br)o1)CSC2 | 54
Cc1nc(SCc2ccccc2)[nH]c(=O)c1CC(=O)NCCC1=CCCCC1 | 63
CC(=O)Nc1cc[n+](CC(=O)c2ccc(Cl)cc2)cc1 | 74
O=C(O)c1ccc2c3c(ccc(C(=O)O)c13)C(=O)NC2=O | 61
CCOC(=O)N1CCC(NC(=O)Cc2csc(NC(=O)OC)n2)CC1 | 61
O=C1/C(=C/C=C/c2ccccc2)CCC/C1=C\C=C\c1ccccc1 | 75
O=C(NCC(c1ccsc1)N1CCc2ccccc2C1)c1ccc(F)c(F)c1 (configuration not stated) | 61
CCOC(=O)c1cc([N+](=O)[O-])sc1NC(=O)c1nc2ccccc2s1 | 72
C=C1C2(C(=O)Nc3ccc(C(=O)OCC)cc3)CCC(C2)C1(C)C (configuration not stated) | 60
O=C(Nc1ccc(F)c(F)c1)c1ccc2nc[nH]c2c1 | 57
Cc1cccc(NC(=O)CSc2ccc3ccccc3n2)c1 | 81
CN1CCc2cc(C=O)ccc21 | 69
Cn1c(C2CCN(S(C)(=O)=O)CC2)nn(CC(=O)NCc2ccc(F)cc2)c1=O | 62
S=C(NC1CCCCC1)C(=S)NC1CCCCC1 | 61
CCOc1ccc(-c2ccc(C)c(NC(=O)c3sc(C)nc3C)c2)nn1 | 71
O=C(CN1C(=O)c2ccccc2S1(=O)=O)Nc1nc2ccc([N+](=O)[O-])cc2s1 | 52
COc1ccc(C=NS(=O)(=O)c2ccccc2)cc1OC | 59
CC1=CC(=O)OC(c2ccccc2)C1 (configuration not stated) | 55
Cc1cc(C(=O)CSc2nnnn2-c2ccccc2)c(C)n1Cc1ccco1 | 69
COc1ccc(CCNC(=O)C(=O)NCC2OCCN2S(=O)(=O)c2cc(F)ccc2F)cc1 (configuration not stated) | 67
COc1ccc(Cl)cc1C(=O)Nc1ccc(-c2ccc3nncn3n2)cc1 | 100
CN(C)c1ccc(CCNC(=O)C(=O)Nc2ccc(F)cc2F)cc1 | 76
O=C(NCCn1nc(-c2ccco2)ccc1=O)c1cccs1 | 65
COc1ccc(N)cc1N1CCCCC1=O | 62
COc1ccc(S(=O)(=O)C(CNC(=O)c2cc(Cl)ccc2[N+](=O)[O-])c2cccs2)cc1 (configuration not stated) | 57
O=S(=O)(CS(=O)(=O)NCCc1ccc(Cl)cc1)NCCc1ccc(Cl)cc1 | 62
NNC(=O)CNC(=O)c1ccco1 | 61
Cc1cc(NC(=O)C(=O)NCCc2c[nH]c3ccccc23)no1 | 51
Cc1ccc2sc(NNC(=O)c3ccc(N(C)C)cc3)nc2c1C | 60
COc1ccc(OC)c(-c2ccc(N3CCN(C(=O)Cc4cccs4)CC3)nn2)c1 | 70
COc1ccc(-c2cc(=O)n(CC(=O)N3CCN(C(C)=O)CC3)cn2)cc1 | 65

Next compounds.
compound | RMI FANCM FP
CCOC(=O)c1ccc(N2C(=O)c3cccc4c(C(=O)c5ccccc5)ccc(c34)C2=O)cc1 | 60
Cc1ccc(-n2ncc3c(=O)n(N)cnc32)cc1C | 71
O=c1cccnn1CCCNS(=O)(=O)c1ccc(C(F)(F)F)cc1 | 63
O=C(CCN1CCOCC1)c1ccc(O)cc1 | 51
O=C(CSc1nc2c(cnn2-c2cccc(Cl)c2)c(=O)[nH]1)c1ccccc1 | 64
O=C1c2ccncc2C(=O)N1CN1CCOCC1 | 59
O=C(CS(=O)(=O)c1ccc2c(c1)S(=O)(=O)N=CN2)N1CCN(c2ccccc2F)CC1 | 69
COc1ccccc1NS(=O)(=O)c1cc(Cl)ccc1Cl | 59
NC(=O)c1ccccc1NC(=O)c1ccc(=O)n(Cc2cccc([N+](=O)[O-])c2)c1 | 58
COC(=O)c1c(NC(=O)C2CC(=O)NN2C)sc2c1CCCC2 (configuration not stated) | 51
Cc1ccc(Cl)c2sc(N(CCN(C)C)C(=O)c3ccn(C)n3)nc12 | 104
CCc1ccc(S(=O)(=O)Nc2ccc(-c3ccc4nncn4n3)cc2)s1 | 63
O=S(=O)(CCc1ccccc1)NCCOc1cccc(C(F)(F)F)c1 | 59
CCOc1ccc(-c2noc(CN3C(=O)COc4ccc(S(=O)(=O)CC)cc43)n2)cc1 | 68
CCc1cnc2c(c1NCc1ccccn1)c(=O)n(C)c(=O)n2C | 56
Cc1cc(NC(=O)c2cc(=O)c3ccccc3o2)n(-c2nc(-c3cccs3)cs2)n1 | 69
CN(C)c1ccc(/C=C(\C#N)S(=O)(=O)c2ccc(Cl)cc2)c(F)c1C#N | 51
Cc1ccc(S(=O)(=O)NCc2ccsc2)cc1C | 70
N#Cc1cccc(NC(=O)c2cccc3nc4ccccc4nc23)c1 | 65
N#Cc1c(F)cccc1N1CCCC1 | 42
Cc1ccc(S(=O)(=O)N2CCCC(C(=O)Nc3nnc(Cc4cccs4)o3)C2)cc1 (configuration not stated) | 72
CCOC(=O)C1=C(c2ccccc2)OC(N)=C(C#N)C1c1ccco1 (configuration not stated) | 60
COc1ccc2nc(-c3ccc(NC(=O)c4ccccc4C)cc3)cn2n1 | 76
FC(F)(F)COc1ccc(-c2n[nH]c(=S)o2)cn1 | 54
NCCNC(=O)Cc1ccc(O)cc1 | 60

In another format: results already given
compound: O=C(NCCn1nc(-c2ccco2)ccc1=O)c1cccs1
  RMI FANCM FP = 65

compound: COc1ccc(N)cc1N1CCCCC1=O
  RMI FANCM FP = 62

Other entries follow.
compound | RMI FANCM FP
Cc1ccccc1CNC(=O)C(=O)NCCC1CCCCN1S(=O)(=O)c1ccc(F)cc1C (configuration not stated) | 53
Cn1c(SCc2nc(-c3ccc(F)cc3)no2)nc2ccsc2c1=O | 73
O=C(c1ccco1)N1CCc2ccc(NS(=O)(=O)CCc3ccccc3)cc2C1 | 71
Cc1nn(-c2ccc(Nc3ccc(NC(=O)c4cccs4)cc3)nn2)c(C)c1C | 59
COC(=O)c1ccccc1NC(=O)C12CCC(C1)C(C)(C)C2=O (configuration not stated) | 63
O=C1CC(Nc2ccc(N3CCCCC3)cc2)C(=O)N1c1ccccc1F (configuration not stated) | 51
COc1ccc(-c2ccc(=O)n(CCCC(=O)Nc3nc(C)cs3)n2)cc1OC | 73
Cc1ccc(S(=O)(=O)NC(=O)NNc2c(Cl)cc(Cl)cc2C(F)(F)F)cc1 | 55
Cc1nc(C(F)(F)F)ccc1C(=O)O/N=C(/N)c1cnccn1 | 54
COc1cccc2cc(-c3csc(N)n3)oc12 | 68
CC1(C)COc2cc(NC(=O)c3c(F)cccc3F)ccc2NC1=O | 69
Cc1cccc(NC(=O)Cn2cnc(-c3ccccc3)cc2=O)n1 | 67
CC(=O)C(N=Nc1cc2c(c([N+](=O)[O-])c1C)C(C)(C)CC2(C)C)=C(C)O | 52&49
COC(=O)c1sc(-c2ccccc2)cc1NC(=O)c1cc(C)on1 | 57
COc1ccccc1OCC(O)Cn1c(C2CC(=O)N(c3ccccc3)C2)nc2ccccc21 (configuration not stated) | 58
O=C(c1cc2cc(Cl)cc(Cl)c2oc1=O)N1CCN(c2ccccc2F)CC1 | 61
C=CCNC(=S)NNC(=O)CSc1nc2ccccc2[nH]1 | 56
COc1nn(C)cc1C(=O)NCCc1ccc(S(N)(=O)=O)cc1 | 68
O=C(Nc1ccc(N=Nc2ccccc2)cc1)c1cc(Cl)sc1Cl | 55
Cc1c(C)c(C)c(C(=O)CCc2cccc(NC(=O)CCC(=O)O)c2)c(C)c1C | 56
COCCn1ccc2c(OCc3ccccn3)cccc2c1=O | 58
Cc1cccn2cc(CCNC(=O)CC3CCCCC3)nc12 | 59
O=C(/C=C/c1ccc2c(c1)OCO2)c1cccs1 | 65
CC1C(=O)NCCN1C(=O)C1CCCN(S(=O)(=O)c2ccc(F)cc2)C1 (configuration not stated) | 69
CCNc1sc(C(=O)OC)c(N)c1C#N | 57
COc1ccc(-c2c3c(nc4sc(C(=O)c5ccc6c(c5)OCCO6)c(N)c24)CC(C)(C)CC3=O)cc1 | -6*
O=C(Nc1nc(-c2ccccc2)c(C(=O)c2ccccc2)s1)c1cc2ccccc2o1 | 66
Cc1cc(-c2nnc(NC(=O)c3ccc(C(=O)c4ccccc4)cc3)o2)nn1C | 63
Nc1c(C(=O)C23CC4CC(CC(C4)C2)C3)oc2ccccc12 | 57
COc1ccccc1-c1cc2c(SCC(=O)Nc3ccc(C(C)=O)cc3)nccn2n1 | 80
COc1ccc(CC(=O)NCc2ccsc2)cc1 | 69
Cc1nc2c3cnn(-c4ccc(C)c(C)c4)c3ncn2n1 | 60
COc1ccc(NC(=O)CSCc2ccco2)c(OC)c1 | 57
COc1ccc(C)cc1Nc1nc(C(=O)Nc2cc(OC)c(OC)c(OC)c2)cs1 | 64
O=C(c1ccno1)N(CCN1CCOCC1)c1nc2ccccc2s1 | 71
N/C(CN1CCSCC1)=N\OCc1c(F)cccc1Cl | 53
C[C@@H]1[C@H](O)[C@@H](C)/C=C/C=C/C=C/C=C/C=C/C=C/C=C[C@H](O[C@@H]2O[C@H](C)[C@@H](O)[C@H](N)[C@@H]2O)C[C@@H]2O[C@](O)(C[C@@H](O)C[C@@H](O)[C@H](O)CC[C@@H](O)C[C@@H](O)CC(=O)O[C@H]1C)C[C@H](O)[C@H]2C(=O)O | 65
COc1ccc(NC(=O)C(=O)NCCc2ccc(N3CCCC3)cc2)cc1OC | 79
NC(=O)C1CCN(C(=O)c2ccc3c(=O)n(Cc4ccccc4Cl)c(=S)[nH]c3c2)CC1 | 59
Cc1c(NN=C2C(=O)OC(C)(C)OC2=O)c(=O)n(-c2ccccc2)n1C | 49
COc1cn2c(cc1=O)C(=O)N(CCNC(=O)c1ccc(-c3ccccc3)cc1)CC2 | 63
N#Cc1c(NC(=O)c2cccc([N+](=O)[O-])c2)sc2c1CCC2 | 53
CN=C(C)C(C(=O)OC)=C(O)c1c([N+](=O)[O-])c(C)nn1C | 56
COC(=O)c1ccc(CSC(=S)N(C)C)cc1 | 59
O=C(Nc1nnc(-c2cccc([N+](=O)[O-])c2)s1)c1cccc(Br)c1 | 60
O=c1c2c(-c3ccc(F)cc3)csc2nc2c3ccccc3c(-c3ccc(F)cc3)nn12 | 88
O=C(c1cccc(Oc2ccccc2)c1)N(Cc1cccnc1)c1nc2cc3c(cc2s1)OCCO3 | 66
Cc1onc(-c2ccccc2Cl)c1C(=O)N(c1ccc(C(C)C)cc1)C1C=CS(=O)(=O)C1 (configuration not stated) | 61
Cc1ccc(NC(=O)C(=O)NC(C)C)cc1 | 55
CC1C(=O)NCCN1C(=O)C1COc2ccccc2O1 (configuration not stated) | 63

New compounds follow.
compound | RMI FANCM FP
CCc1ccccc1NC(=O)C(=O)NCC1CCN(Cc2ccccc2)CC1 | 76
CC1CCCN(Cc2c(O)ccc3c(=O)c(-c4ccc5c(c4)OCCO5)coc23)C1 (configuration not stated) | 80
O=C(CSc1ccc(-c2ccco2)nn1)N1CCOCC1 | 65
Cc1cccc(-c2nc3n(n2)C(=O)CC(c2ccco2)S3)c1 (configuration not stated) | 64
Cc1ccc(S(=O)(=O)N2CCCC2C(=O)N(Cc2cccnc2)c2nc3ccc(C)cc3s2)cc1 (configuration not stated) | 124
Cn1c(C2CCCN(S(C)(=O)=O)C2)nn(CC(=O)Nc2ccc3c(c2)OCO3)c1=O (configuration not stated) | 63
COc1ccc2c(c1)O[C@H]1c3ccc(OC)cc3OC[C@@H]21 | 55
Cc1ccc(Cn2c(C3CC(=O)N(c4cccc(C)c4)C3)nc3ccccc32)cc1 (configuration not stated) | 59
Cc1cc(C(=O)Nc2cc(C(F)(F)F)ccc2N2CCCC2)n(C)n1 | 50
O=C(Cc1csc(Nc2cccc(Cl)c2)n1)Nc1nccs1 | 65

Filtered by structure, those above with a COOH group
compound | RMI FANCM FP
O=C(O)c1ccc2c3c(ccc(C(=O)O)c13)C(=O)NC2=O | 61
Cc1c(C)c(C)c(C(=O)CCc2cccc(NC(=O)CCC(=O)O)c2)c(C)c1C | 56
C[C@@H]1[C@H](O)[C@@H](C)/C=C/C=C/C=C/C=C/C=C/C=C/C=C[C@H](O[C@@H]2O[C@H](C)[C@@H](O)[C@H](N)[C@@H]2O)C[C@@H]2O[C@](O)(C[C@@H](O)C[C@@H](O)[C@H](O)CC[C@@H](O)C[C@@H](O)CC(=O)O[C@H]1C)C[C@H](O)[C@H]2C(=O)O | 65
